# EPAC1 agonist – activates human EPAC1 exchange factor | EPAC1 agonist qHTS, biochemical assay; response scale: 100% = response to 6.5 mM cAMP | O95398 | Potency, µM (series often up to 154 µM), without a hit: at the highest dose activation, usual class: activators | AID 720707 | actives 0.073% (n = 360,000); note: potency is the fitted concentration of half-maximal effect; nearly all actives have a fitted effect of over 60% in size
#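 Normalized to 6.5 mM cAMP, activity reflects EPAC1-catalysed release of BODIPY-GDP from Rap1B, followed kinetically over 30 min at 480 nm excitation, 540 nm emission. Reaction contained 100 nM EPAC1, 250 nM Rap1B-BODIPY-GDP, 50 uM GDP.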
# WRN inhibitor – inhibitors of human WRN helicase; Q14191; WRN helicase unwinding, fluorescent forked duplex, kinetic; Potency, µM (doses to about 114 µM), without a hit: top-dose activity change, negative = inhibition, usual class: inhibitors; actives 0.46% (n = 360,000); AID 651768; note: potency is the fitted concentration of half-maximal effect; % is set by controls: 0 for no effect and ±100 for the full control effect; nearly all actives have a fitted effect of over 55% in size
#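 WRN at 20 nM final preincubated with compound 15 min at room temperature; reaction started with 100 nM fluorophore/quencher forked duplex oligonucleotide and 2 mM ATP final. Unwinding followed kinetically by red fluorescence (ex 525, em 598 nm).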
# EPAC1 antag – antagonists of human EPAC1 | AID 720709 | EPAC1 GEF assay, Rap1b-BODIPY-GDP exchange fluorescence | Potency, µM (doses to about 115 µM), for the others: at the highest dose activity change, negative = inhibition, most hits filed as inhibitors | O95398 | actives 0.14% (n = 360,000);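 note: potency is the fitted concentration of half-maximal effect; plate controls were vehicle for no effect and positive control for full effect; nearly all actives have a fitted effect of over 50% in size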
# Abeta yeast res – A-beta toxicity reversal in yeast; actives 0.063% (n = 410,000); Potency, µM (series often up to 46.1 µM), without a hit: at the highest dose growth rescue, usual class: activators; yeast expressing A-beta42, growth rescue, OD600, 48 h; response scale: 0% DMSO, 100% iron-clioquinol control; AID 1347071; note: potency is the fitted concentration of half-maximal effect; nearly all actives have a fitted effect of over 55% in size
#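 Yeast A-beta toxicity model in growth medium with pinned compounds, 48 h at 30 C; growth read as absorbance at 600 nm. Normalized to FeCl3/clioquinol equimolar mix (positive) and DMSO (negative).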
# PLK1 PBD inh – PLK1 (human) polo-box domain binding inhibition; AID 720504; actives 2.8% (n = 360,000); P53350; Potency, µM, for the others: max response, negative = inhibition, actives largely listed as inhibitors; Plk1 PBD binding of FITC phosphopeptide, fluorescence polarization; note: potency is the fitted concentration of half-maximal effect; series mostly up to about 57 µM; % is set by controls: 0 for no effect and ±100 for the full control effect; nearly all actives have a fitted effect of over 65% in size
# Target sequence (P53350 whole entry, looked up, the tested form may be a part): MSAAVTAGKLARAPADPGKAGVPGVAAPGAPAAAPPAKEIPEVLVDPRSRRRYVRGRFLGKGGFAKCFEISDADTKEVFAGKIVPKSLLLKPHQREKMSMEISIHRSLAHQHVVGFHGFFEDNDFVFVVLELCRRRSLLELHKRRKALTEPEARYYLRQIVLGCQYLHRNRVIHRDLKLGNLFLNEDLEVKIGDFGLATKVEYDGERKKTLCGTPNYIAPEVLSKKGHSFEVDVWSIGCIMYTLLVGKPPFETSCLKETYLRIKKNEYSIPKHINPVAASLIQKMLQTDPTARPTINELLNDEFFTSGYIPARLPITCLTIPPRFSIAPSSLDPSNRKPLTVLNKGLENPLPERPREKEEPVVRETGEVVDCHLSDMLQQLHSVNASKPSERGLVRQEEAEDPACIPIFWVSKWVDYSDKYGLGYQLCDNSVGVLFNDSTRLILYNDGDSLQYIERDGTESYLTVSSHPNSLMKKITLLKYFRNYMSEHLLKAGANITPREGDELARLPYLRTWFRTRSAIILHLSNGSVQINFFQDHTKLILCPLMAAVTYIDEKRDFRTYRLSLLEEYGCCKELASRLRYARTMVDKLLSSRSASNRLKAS
# PI5P4Ka inh – inhibitors of human PI5P4K alpha. PI5P4Kalpha enzyme, ADP-Glo luminescence, 60 min; active compounds read low. max response, %. actives 1.2% (n = 330,000); active = max response of -50% or lower; inconclusive = between -30% and -50%; inactive = -30% or higher; note: value at the top dose of about 77 µM; % is set by controls: 0 for no effect and ±100 for the full control effect
# Target sequence (P48426 whole entry, looked up): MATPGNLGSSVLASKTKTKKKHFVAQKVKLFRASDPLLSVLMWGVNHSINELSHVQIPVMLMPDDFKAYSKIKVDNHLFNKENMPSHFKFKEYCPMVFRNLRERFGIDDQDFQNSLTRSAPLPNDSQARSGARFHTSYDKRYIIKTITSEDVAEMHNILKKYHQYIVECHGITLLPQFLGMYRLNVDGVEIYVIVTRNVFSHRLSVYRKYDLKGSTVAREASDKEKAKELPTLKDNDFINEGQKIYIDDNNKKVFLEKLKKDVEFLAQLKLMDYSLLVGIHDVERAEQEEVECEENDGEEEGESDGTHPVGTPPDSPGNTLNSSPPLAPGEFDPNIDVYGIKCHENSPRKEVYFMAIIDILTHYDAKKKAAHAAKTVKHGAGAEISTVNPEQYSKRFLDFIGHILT
#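 qHTS, 1536-well: enzyme/substrate mix, compound by pin tool, 5 microM ATP final; RT 60 min; ADP-Glo reagents 1 (45 min) then 2 (30 min); luminescence.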
# aSyn yeast inh – inhibitors of alpha-synuclein toxicity in yeast | Yeast expressing alpha-synuclein, growth rescue, BacTiter-Glo, 24 h | Potency, µM (series often up to 46.1 µM), inactives show at the highest dose growth rescue (activation), hits mostly activators | actives 0.14% (n = 370,000) | AID 652106; note: potency is the fitted concentration of half-maximal effect; % of control where 0% means no effect; nearly all actives have a fitted effect of over 65% in size
#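 Readout is rescue of growth in alpha-synuclein-expressing yeast, so inhibitors of toxicity appear as activators. Growth after 24 hr at 30 deg C in galactose medium is quantified by luminescence.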
# IL-2 act – IL-2 activation; activation, % (series mostly up to about 46 µM); IL-2 activation reporter assay, cell-based qHTS; stimulated with anti-CD3/CD4/CD28 beads; in transgenic mouse T cells; actives 0.065% (n = 360,000); in the data active = activation above about 50%; inconclusive = mostly about 30% to 49%; note: 0% is about no effect
#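 First, unstimulated transgenic mouse T cells were exposed to compound for 60 min. Next, anti-CD3/anti-CD4-coated beads with anti-CD28 were added. Finally, after 18 h at 37 degrees C, EGFP and DsRed were imaged.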
# FUS suppressor – FUS proteinopathy suppression in yeast | AID 1347120 | S. cerevisiae FUS-expressing, growth rescue, OD600, 24 h | actives 0.24% (n = 390,000) | Potency, µM (top dose mostly 76.6 µM), for inactives: at the highest dose growth rescue (activation), hits mostly activators;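 note: potency is the fitted concentration of half-maximal effect; plate controls were DMSO vehicle for no effect and reference control for full effect; nearly all actives have a fitted effect of over 55% in size; some results filed as inactive show a strong effect at the top dose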
#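 Quantitative HTS measuring growth restoration of FUS-toxic yeast. Galactose-induced cells (OD 0.005) were exposed 24hr at 30C to compounds at several concentrations, then absorbance at 600 nm was recorded.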
# Numbers without * were called inactive; ? = inconclusive; . = not tested or not shown; [ ] = another dose, or the depositor's remark. Unless noted, calls come from the whole dose curve; as a rule, active = well fitted curve in the direction sought with a large enough effect; inconclusive = small, poorly fitted or top-dose-only effect, or another doubt; inactive = no such curve, though single readings can be large; an effect the other way counts as inactive or inconclusive.
SMILES	EPAC1 agonist	WRN inhibitor	EPAC1 antag	Abeta yeast res	PLK1 PBD inh	PI5P4Ka inh	aSyn yeast inh	IL-2 act	FUS suppressor
O=C(NCc1cccc(F)c1)c1[nH]c(C(F)(F)F)nc1-c1ccccc1	-8%	-18%	3%	-15%	-4%	0	3%	-0.4	5%
CNC(=O)/C(C#N)=C\c1ccc(CNS(=O)(=O)c2ccc(Cl)cc2)o1	4%	4%[57.1 µM]	-8%	-12%	17µM*	-13	0%	0.8	-18%
CN(CC(=O)Nc1ccc(Cl)cc1)CC(=O)Nc1sc2c(c1C(N)=O)CCC2	8%	2%	-7%	9%	3%	-20	3%	-3.2	-2%
CCC1CCCCN1CCCNC(=O)C1CCCN(S(=O)(=O)N2CC(C)CC(C)C2)C1 (stereo unspecified)	10%	0%	22%	-2%	-11%	0	-7%	-1.7	8%
C#CCn1c(=NC(=O)c2ccc(Br)s2)sc2cccc(OC)c21	-14%	-9%	?	6%	2%	1	4%	-3.8	-2%
CC(NS(=O)(=O)c1ccc(Cl)cc1)C(c1cccs1)N1CCN(C)CC1 (stereo unspecified)	3%	-18%	0%	-6%	-7%	0	6%	-0.5	.
Cc1ccc(NS(=O)(=O)c2cccc(C(=O)NCC3CCCO3)c2)cc1 (stereo unspecified)	-33%[inhibitor]	-14%	-10%	-12%	-3%	2	0%	-0.3	19%
COc1ccc(OC)c(NC(=O)C(=O)NCCC2=CCCCC2)c1	13%	-9%	-11%	3%	-1%	1	4%	0.1	-16%
CCN(CC(=O)NC1CCCC1)S(=O)(=O)c1ccc(C)cc1	6%	-3%	8%	15%	1%	.	6%	-0.7	-8%
O=C(c1ccco1)N1CCN(C(=O)c2cnn3c2NC(c2cccs2)CC3C(F)(F)F)CC1 (stereo unspecified)	2%	-3%	-21%	4%	-3%	.	3%	1.9	15%
N#CCCn1cc(C(=O)Nc2cccc(C(=O)O)c2)c(-c2ccc(Cl)cc2)n1	8%	6%	-13%	9%	5%	-3	2%	-0.3	-8%
COC(C[C@@H]1O[C@@H]1C(=O)COCc1ccccc1)OC	-9%	-1%	-26%	-13%	-20%	2	-4%	0.1	-18%

# Single values from the list.
# FUS suppressor, CCN(CC(=O)NC1CCCC1)S(=O)(=O)c1ccc(C)cc1 : -8%
# IL-2 act, CC(NS(=O)(=O)c1ccc(Cl)cc1)C(c1cccs1)N1CCN(C)CC1 (stereo unspecified) : -0.5

# Next section
SMILES	EPAC1 agonist	WRN inhibitor	EPAC1 antag	Abeta yeast res	PLK1 PBD inh	PI5P4Ka inh	aSyn yeast inh	IL-2 act	FUS suppressor
COc1ccc(OCCOC(=O)CNS(=O)(=O)c2ccc(SC)c([N+](=O)[O-])c2)cc1	-4%	-7%	-14%	12%	-8%	-2	-1%	-5.2	-8%
CCCn1nc(C(=O)N(C)CC(=O)Nc2ccc(OCC)c(OCC)c2)c2ccccc2c1=O	8%	-21%	-5%	1%	-17%	0	-7%	-2.0	.
Cc1noc(C(C)C)c1C(=O)Nc1ccc(-c2nnc3n2CCCCC3)cc1	8%	-4%	6%	-3%	-2%	-1	3%	0.1	8%
CCOc1cc(C2NC(=O)NC(C)=C2C(=O)OCc2ccccc2)ccc1O (stereo unspecified)	9%	-14%	23%	17%	-5%	.	14%	-1.9	0%
CC(C)n1cc(C(=O)N2CCCC(N3CCN(c4ccc(F)cc4)CC3)C2)cn1 (stereo unspecified)	8%	6%	-19%	5%	1%	3	0%	-3.5	8%
O=C(Nc1c(F)cc(F)cc1Br)c1ccco1	5%	3%	-1%	20%	1%	.	2%	-2.2	0%
CCOc1ccc(NC(=O)C2CC(=O)N(CCc3ccccc3)C2)cc1OC (stereo unspecified)	0%	5%	16%	2%	3%	5	-9%	-1.1	.
CC(=O)c1ccccc1NCC(=O)Nc1ccc(C)cc1	-2%	0%	5%	0%	-5%	-6	14%	1.7	4%
CCOC(=O)N1CCC(NC(=O)Cn2ncc3c2-c2cc(C)ccc2OC3)CC1	0%	-7%	1%	-8%	-6%	8	-13%	-1.7	-19%
Cc1ccc(/C=C/C2=NN(C)C(=O)CC2)cc1	0%	5%	?	-13%	-24%	6	1%	1.0	2%
CC(Sc1nnc(C2CC2)n1N)C(=O)NC1CCCCC1C (stereo unspecified)	-3%	-28%	12%	1%	-7%	9	-1%	-1.6	5%
CCN1C(=O)C(=O)N(CC(=O)c2cc(C)n(C3CC3)c2C)C1=O	12%	-3%	-3%	18%	-7%	-5	-2%	0.7	26%

# Just Abeta yeast res, PLK1 PBD inh and FUS suppressor, for 5 of the compounds above:
smiles	Abeta yeast res	PLK1 PBD inh	FUS suppressor
Cc1noc(C(C)C)c1C(=O)Nc1ccc(-c2nnc3n2CCCCC3)cc1	-3%	-2%	8%
COc1ccc(OCCOC(=O)CNS(=O)(=O)c2ccc(SC)c([N+](=O)[O-])c2)cc1	12%	-8%	-8%
CC(C)n1cc(C(=O)N2CCCC(N3CCN(c4ccc(F)cc4)CC3)C2)cn1 (stereo unspecified)	5%	1%	8%
CC(Sc1nnc(C2CC2)n1N)C(=O)NC1CCCCC1C (stereo unspecified)	1%	-7%	5%
O=C(Nc1c(F)cc(F)cc1Br)c1ccco1	20%	1%	0%

# (listing goes on)
SMILES	EPAC1 agonist	WRN inhibitor	EPAC1 antag	Abeta yeast res	PLK1 PBD inh	PI5P4Ka inh	aSyn yeast inh	IL-2 act	FUS suppressor
CCOc1ccc(S(=O)(=O)NN=C2CCN(C(C)=O)CC2)cc1	-7%	-5%	-12%	19%	-4%	3	0%	0.5	2%
CCCCc1ccc(S(=O)(=O)Nc2ccc(C)c(NS(C)(=O)=O)c2)cc1	2%	-23%	-5%	6%	1%	0	-4%	0.0	-5%
COCc1cc(C)nc(OCC(=O)N/N=C/c2ccccc2O)c1C#N	4%	-10%[57.1 µM]	0%	-6%	4%	-1	2%	-0.4	12%
COc1cccc(C(=O)Nc2ccc(S(=O)(=O)N3CCCCC3)cc2)c1OC	9%	-8%	-14%	-19%	1%	1	3%	-1.2	?
CCC(C(=O)OC)n1cnc2c(nnn2-c2cccc(Cl)c2)c1=O (stereo unspecified)	-4%	3%	?	-18%	4%	-1	3%	-0.5	-13%
Cc1ccc(C(=O)N/N=C\c2cc(Br)c(Br)o2)cn1	6%	-20%	-14%	-9%	-28%	?	-7%	-0.6	10%
CCCCC(=O)Nc1cc([N+](=O)[O-])ccc1F	8%	1%	-23%	-6%	-2%	3	10%	0.1	-20%
O=S(=O)(/N=C(/Nc1nc2ccccc2s1)c1ccccc1)c1ccccc1	-12%	-15%	-10%	7%	-17%	-2	2%	-1.5	.
O=C(Nc1ccc2c(c1)OCO2)c1ccc(N2C(=O)c3ccccc3C2=O)cc1	10%	-27%[57.1 µM]	4%	-15%	-5%	0	-5%	3.5	14%
O=C(NC1CCN(S(=O)(=O)c2ccc(Cl)cc2)CC1)C1CCCCC1	-1%	-5%	5%	-4%	4%	3	2%	-0.5	3%
COc1ccc(OCc2ccc(C(=O)O)cc2)cc1	1%	-12%	10%	11%	0%	.	6%	1.2	30%
CC1CCC(NCC(=O)Nc2cccc(S(N)(=O)=O)c2)CC1 (stereo unspecified)	3%	5%	-9%	7%	-4%	8	2%	0.8	-6%

# Other compounds
canonical_smiles,EPAC1 agonist,WRN inhibitor,EPAC1 antag,Abeta yeast res,PLK1 PBD inh,PI5P4Ka inh,aSyn yeast inh,IL-2 act,FUS suppressor
COc1cc2c(cc1OC)CN(C(=O)c1ccc(Br)o1)CC2,1%,-23%,-8%,13%,-12%,-5,5%,0.8,-12%
Cc1cc2ccc3ccccc3c2cc1CN(C)C,-2%,24%,10%,-20%,-2%,16,6%,-1.9,3%
COc1ccc(/C=N/NC(=O)c2cc(-c3ccccc3)nc3ccccc23)c(C(=O)O)c1OC,0%,-8%,2%,8%,4%,4,-1%,-0.3,5%
O=C(O)C1(c2ccccc2)CCN(S(=O)(=O)c2ccc(Cl)cc2)CC1,10%,-33%,-1%,14%,-5%,-8,5%,-0.5,17%
CC1=CC(C)(C)NC(=S)N1c1ccccc1,-6%,-17%,22%,0%,-18%,.,-8%,-1.0,13%
O=C(OCC(=O)c1ccc[nH]1)c1cncc(Br)c1,5%,-9%,-6%,-9%,-1%,?,-1%,-0.3,-5%
CN1/C(=C\C=N\NC(=O)c2ccccc2Br)C(C)(C)c2ccccc21,5%,-3%,-19%,-11%,-1%,0,-1%,-0.3,8%
CS(=O)(=O)N(CCc1ccccc1)CC(=O)N1CCN(Cc2ccc3c(c2)OCO3)CC1,1%,3%,4%,0%,1%,.,1%,0.4,19%
CCc1ccc(NC(=O)COC(=O)/C=C/c2c(C)nn(C3CCS(=O)(=O)C3)c2Cl)cc1 (stereo unspecified),7%,3%,-5%,6%,-4%,0,0%,0.8,-43%
NS(=O)(=O)c1ccc(NC(=S)Nc2ccc(F)c(F)c2)cc1,0%,-16%,5%,-2%,-2%,17,-3%,-0.5,.
Cc1c(C)c(C)c(S(=O)(=O)Nc2ccc3[nH]c(=O)[nH]c3c2)c(C)c1C,5%,6%,?,7%,-1%,0,-1%,-3.4,11%
O=C(COC(=O)/C=C/c1ccccc1Cl)NCc1ccccc1,-5%,-31%[57.1 µM],19%,0%,3%,-9,-4%,0.4,12%

# Bioassay records: PubChem, National Center for Advancing Translational Sciences (NCATS)
